Screening data: PubChem BioAssay, National Center for Advancing Translational Sciences (NCATS)
Rab9 promoter act: activators of Rab9 promoter; Huh7 Rab9 promoter-luciferase reporter, luminescence, 24 h; Potency, µM (titrated, usually from 9.22 µM), for the others: top-dose activation, negative = inhibition, most hits filed as activators; hit rate 2.8% among 320,000; AID 485297; further: potency means the concentration at half of the fitted maximal effect; % of control where 0% means no effect; nearly all actives have a fitted effect of over 60% in size
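Luciferase signal after 10 min detection reagent at ambient indicates Rab9 promoter upregulation; stably transfected Huh7 cells were treated 24 h with compound in DMSO at 37 °C, 5% CO2.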
BRCA1 expr up: BRCA1 expression activation. MCF7-BRCA1-FFLuc reporter, luminescence, 48 h; response scale: scaled: vehicle 0%, 10 µM genistein 100%. Potency, µM (titrated, usually from 46.1 µM), without a hit: at the highest dose activation, most hits filed as activators. hit rate 1.1% among 380,000; further: potency means the concentration at half of the fitted maximal effect; nearly all actives have a fitted effect of over 80% in size; some results filed as inactive show a strong effect at the top dose
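Activators of BRCA1 expression were detected as increased firefly luciferase luminescence in engineered MCF7 cells after 48 h compound incubation. Signals were scaled to genistein 10 microM as full activation.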
Tb PFK block: inhibitors of T. brucei phosphofructokinase | T. brucei PFK, ADP-Glo luminescence | Potency, µM (series often up to 57.5 µM), for the others: at the top dose activity, negative = inhibition, hits mostly inhibitors | hit rate 0.17% among 330,000 | AID 485367;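 further: potency means the concentration at half of the fitted maximal effect; 0% = uninhibited 1x PFK enzyme wells and -100% = no-enzyme wells; nearly all actives have a fitted effect of over 60% in size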
Target sequence (O15648 whole entry, looked up): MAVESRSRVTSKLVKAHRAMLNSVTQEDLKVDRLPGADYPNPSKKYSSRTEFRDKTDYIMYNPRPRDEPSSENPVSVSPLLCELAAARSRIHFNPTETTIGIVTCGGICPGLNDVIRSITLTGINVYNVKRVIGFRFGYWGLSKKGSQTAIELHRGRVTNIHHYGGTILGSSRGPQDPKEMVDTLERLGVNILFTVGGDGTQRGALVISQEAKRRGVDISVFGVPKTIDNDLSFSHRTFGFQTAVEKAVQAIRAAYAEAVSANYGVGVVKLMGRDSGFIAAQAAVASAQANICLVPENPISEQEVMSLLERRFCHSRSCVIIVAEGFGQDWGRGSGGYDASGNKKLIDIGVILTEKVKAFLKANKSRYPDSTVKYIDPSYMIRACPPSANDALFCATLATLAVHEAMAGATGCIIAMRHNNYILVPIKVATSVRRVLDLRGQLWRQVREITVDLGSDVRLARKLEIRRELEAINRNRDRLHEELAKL
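PFK 1.25 nM, F6P 0.5 mM, ATP 0.1 mM, 0.1 M TEA pH 8.0, 5 mM MgCl2, 0.01% Tween20, 0.1% BSA; 45 min RT. ADP-Glo readout. qHTS titration up to 57 uM; curves fitted, compounds curve-classed.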
VP16 counter: inhibits Gal4-VP16 luciferase reporter, ROR gamma counter-screen; Drosophila S2 Gal4-VP16 UAS-luciferase, luminescence, 20 h; Potency, µM (titrated, usually from 53.6 µM), for the others: at the top dose activity, negative = inhibition, actives largely listed as inhibitors; hit rate 3.5% among 310,000;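 further: Gal4-VP16 expression switched on by copper sulfate through the metallothionein promoter; potency means the concentration at half of the fitted maximal effect; on the % scale 0 is the no-effect control and ±100 the full control effect; nearly all actives have a fitted effect of over 50% in size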
RORgamma inh: inhibitors of mouse ROR gamma transcriptional activity. hit rate 5.4% among 310,000. Drosophila S2 Gal4-RORgamma UAS-luciferase reporter, 20 h. Potency, µM (titrated, usually from 53.6 µM), for inactives: at the top dose activity change, negative = inhibition, hits mostly inhibitors. P51450. AID 2551; further: potency means the concentration at half of the fitted maximal effect; on the % scale 0 is the no-effect control and ±100 the full control effect; nearly all actives have a fitted effect of over 60% in size
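ROR gamma transcriptional activity was tracked as Gal4-UAS luciferase output in stably transfected Drosophila Schneider cells, with compound added 1 hr before 700 uM copper sulfate induction and a 20 hr ambient-temperature incubation.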
FLuc modulator: firefly luciferase modulation, counter-screen for miR-21 project; AID 588342; hit rate 6.9% among 360,000; purified FLuc, Km substrates, luminescence inhibition; Potency, µM (highest dose often 57.5 µM), inactives show at the highest dose activity change, negative = inhibition, most hits filed as inhibitors; P08659;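 further: potency means the concentration at half of the fitted maximal effect; plate controls were vehicle for no effect and reference inhibitor for full effect; nearly all actives have a fitted effect of over 55% in size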
Target sequence (P08659 whole entry, looked up): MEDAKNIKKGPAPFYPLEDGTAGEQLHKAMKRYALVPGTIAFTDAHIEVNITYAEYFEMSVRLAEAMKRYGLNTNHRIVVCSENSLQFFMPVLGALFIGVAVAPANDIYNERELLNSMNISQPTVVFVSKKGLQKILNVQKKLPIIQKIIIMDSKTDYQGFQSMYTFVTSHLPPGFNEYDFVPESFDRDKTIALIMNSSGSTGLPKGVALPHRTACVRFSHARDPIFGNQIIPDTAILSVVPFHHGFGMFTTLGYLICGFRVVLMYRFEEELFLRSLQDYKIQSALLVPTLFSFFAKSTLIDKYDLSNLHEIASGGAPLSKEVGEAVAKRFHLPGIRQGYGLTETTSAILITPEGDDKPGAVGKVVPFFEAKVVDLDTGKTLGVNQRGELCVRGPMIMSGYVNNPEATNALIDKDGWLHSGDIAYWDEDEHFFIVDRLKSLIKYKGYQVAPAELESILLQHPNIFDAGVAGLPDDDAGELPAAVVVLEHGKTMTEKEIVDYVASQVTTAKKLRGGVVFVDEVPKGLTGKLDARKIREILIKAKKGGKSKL
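Purified P. pyralis luciferase (10nM final) with 10uM D-luciferin and 10uM ATP (Km levels) in 50mM Tris acetate pH 7.5, 10mM Mg acetate, 0.01% Tween-20, 0.05% BSA; qHTS 6-point titration, ~60 µM downward; luminescence read.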
p53 reactivator: restores transcriptional activity of mutant p53 | H1299 p53-A138V BP100-luciferase reporter, luminescence, 24 h | AID 504706 | Potency, µM (titrated, usually from 92.2 µM), for inactives: at the top dose activity change, positive = activation, usual class: activators | hit rate 0.063% among 320,000; further: potency means the concentration at half of the fitted maximal effect; % of control where 0% means no effect; nearly all actives have a fitted effect of over 45% in size
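p53-null H1299 cells stably carrying temperature-sensitive p53-A138V and a BP100-luciferase reporter were pinned with compounds (4-point, 1:5 series) and held 24 hrs at 37 deg C. Luminescence was read 10 min after detection reagent.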
ELG1 genotox: inducers of genotoxicity in HEK293T ELG1-luciferase cells. HEK293T ELG1-luciferase reporter, luminescence, 16 h. Potency, µM (series often up to 46 µM), inactives show at the top dose activity change, positive = activation, actives largely listed as activators. hit rate 1.3% among 330,000. AID 504466; further: potency means the concentration at half of the fitted maximal effect; % of control where 0% means no effect; nearly all actives have a fitted effect of over 60% in size
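HEK293T cells expressing luciferase-tagged ELG1 were exposed to compound or DMSO vehicle for 16 hr at 37 °C and 5% CO2. Luciferase activity was then measured with ONE-Glo after 30 min at room temperature.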
NPC1 prom act: activators of NPC1 promoter; Potency, µM (doses to about 9.22 µM), inactives show at the top dose activation, hits mostly activators; hit rate 2.4% among 320,000; Huh7 NPC1 promoter luciferase reporter, 24 h; AID 485313;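 further: potency means the concentration at half of the fitted maximal effect; % of control where 0% means no effect; nearly all actives have a fitted effect of over 60% in size; reporter is driven by a mutant NPC1 promoter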
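Luminescence read-out of NPC1 promoter-driven luciferase in stably transfected Huh7 cells; compounds delivered in DMSO and left 24 h at 37C, 5% CO2, qHTS titration format.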
ELG1 DNA repair: ELG1-dependent DNA repair inhibition; HEK293T ELG1-luciferase reporter, luminescence, 16 h; DNA damage induced by 5-fluorouridine; Potency, µM (doses to about 46.1 µM), for inactives: at the top dose activity change, negative = inhibition, actives largely listed as inhibitors; hit rate 2.3% among 330,000; AID 504467; further: potency means the concentration at half of the fitted maximal effect; on the % scale 0 is the no-effect control and ±100 the full control effect; nearly all actives have a fitted effect of over 55% in size
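Luminescence from the luciferase reporter, measured 30 min after ONE-Glo reagent at room temperature, was the read-out. Beforehand, 2,000 cells per well were exposed for 16 hr at 37 °C to 5-fluorouridine together with compound or vehicle.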
TRPV1 agonist: human TRPV1 agonism. TRPV1-expressing cells, Fluo-8 calcium influx, agonist mode. activation, % at 8.33 µM. hit rate 0.19% among 320,000. AID 540275; in the data active means activation above about 80%; inconclusive means between about 30% and that limit; further: 0% is about no effect
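Fluo-8 calcium influx in TRPV1-expressing cells, kinetic read (ex 480/em 520 nm). Compound added and read 3 min for agonist activity, followed by capsaicin at EC20 final and 2 min further read for enhancement.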
* marks the source's active call; other numbers are inactive results; ? = inconclusive; . = no result given; [ ] = dose if it differs, or a comment. Unless noted, the call rests on the fitted dose curve; in most records, active means well fitted curve in the direction sought with a large enough effect; inconclusive means small, poorly fitted or top-dose-only effect, or another doubt; inactive means no such curve, though single readings can be large; an effect the other way counts as inactive or inconclusive.

SMILES | Rab9 promoter act | BRCA1 expr up | Tb PFK block | VP16 counter | RORgamma inh | FLuc modulator | p53 reactivator | ELG1 genotox | NPC1 prom act | ELG1 DNA repair | TRPV1 agonist
O=C1CN(C(=O)c2ccc(F)c(S(=O)(=O)N3CCOCC3)c2)c2ccccc2N1 | 0% | -5% | 2% | 4% | 32% | -1% | 13% | -1% | -4% | 5% | 0
NC(=O)c1ccc(NC(=O)COC(=O)c2c3c(nc4ccccc24)/C(=C\c2cccs2)CCC3)cc1 | -36%[inhibitor] | -39% | 3% | 5µM* | 4.5µM* | ? | -6% | -16% | -32%[inhibitor] | 7.3µM* | ?
Cc1ccc(C(=O)Nc2nc(=O)n(C(=O)c3ccccc3C)s2)cc1 | ? | 70% | -3% | 2% | 37% | 15µM* | 8% | 17% | 15% | 9% | -2
Cc1ccc(NC(=O)C2CCCN(S(=O)(=O)c3ccc(-n4cnnn4)cc3)C2)cc1 (centres undefined) | -6% | 13% | -3% | 0% | 8% | 3% | -1% | 4% | -1% | ? | -1
N#Cc1c2ccccc2nc2ccccc12 | 0% | 17% | 3% | -6% | -22% | -9% | 0% | -4% | -2% | 2% | 1
Cc1cccc(N2CC(C(=O)Nc3nnc(SCCC4OCCO4)s3)CC2=O)c1 (centres undefined) | -4% | -17% | -7% | -1% | 3% | 3% | -9% | -1% | 0% | 9% | 0
COc1ccccc1N1CCN(C(=S)Nc2ccc3nc(N4CCOCC4)cc(C)c3c2)CC1 | -6% | -56% | 3% | ? | 4.5µM* | -15% | 11% | -12% | 5% | 18µM* | -4
Clc1ccc(-c2nnc(CSc3nnc(-c4cccs4)n3Cc3ccccc3)o2)cc1 | -36%[inhibitor] | -56% | 4% | 18µM* | ? | 3% | -1% | 17% | -18% | -18% | 2
Cc1cccc2cc(CN(Cc3ccccc3)C(=O)c3cccc(F)c3)c(Cl)nc12 | -1% | -23% | 0% | -4% | 41% | 0% | 8% | -15% | 1% | -3% | 15
CCOC(=O)NCN1C(=O)C2C3C=CC(C3)C2C1=O (centres undefined) | 0% | 9% | 3% | -4% | 4% | -1% | -5% | -1% | 0% | 12% | -2
c1ccc(-c2ccc(SCc3cccnc3)nn2)nc1 | ? | 45% | 0% | 2% | ? | ? | ? | ? | ? | ? | 17
COc1cc(/C=N/NC(=O)c2ccc3nc[nH]c3c2)cc(OC)c1OC | -7% | -3% | 1% | -8% | -15% | 12µM* | 0% | -4% | -10% | 0% | -1
COc1cc(C(=O)Nc2ccccc2N2CCOCC2)ccc1OCC(=O)N1CCOCC1 | 4% | -21% | 1% | . | . | 1% | 4% | 1% | -3% | 9% | -4
CC(CCc1ccccc1)NC(=O)CC(C)c1ccccc1 (centres undefined) | 3% | -29% | -3% | 3% | ? | -1% | -27% | 0% | -5% | -2% | ?
Cc1cc(OCC(=O)N(C)C2CCCCC2)ccc1Cl | 0.63µM* | ? | 1% | -22% | ? | 2.7µM* | ? | 26% | 0.35µM* | ? | ?
N#C/C(=C\c1ccc(F)c(F)c1)C(=O)NC1CCCCC1 | -1% | -31% | 0% | -3% | ? | 2% | -12% | -3% | -1% | 1% | 4
CCOc1ccc(NC(=S)NCCCN2CCOCC2)cc1 | -3% | 24% | -1% | -7% | -24% | -1% | 0% | 25% | -4% | 20% | 0
C/C(=N\Nc1ncc(Cl)cc1Cl)c1ccc(N2CCOCC2)cc1 | 12% | 6% | -3% | ? | 5µM* | ? | 1% | 9% | 0% | 6% | 8
CCCCC/C(=N\NC(=O)Nc1ccccc1)c1ccccc1 | -2% | 10% | -12% | -21% | 1% | -1% | 2% | ? | -5% | -23% | 29
Cc1nc(N2CCOCC2)c2oc3ccccc3c2n1 | -2% | -70% | -5% | -3% | -23% | -5% | -24% | -1% | -1% | -23% | 2
CCc1ccc(C(=O)NNC(=O)c2ccc(OCC(=O)N3CCOCC3)c(OC)c2)cc1 | -12% | 12% | -2% | . | . | 0% | -1% | 0% | -6% | ? | 1
COc1ccc2oc(C(=O)OCC(=O)N(C)CC(=O)Nc3ccc(F)cc3)c(C)c2c1 | -3% | 13% | 10% | . | . | -11% | ? | 16% | -3% | 7% | 3
Cc1ccc(CN2CCC(N3CC(C)OC(C)C3)CC2)cc1 (centres undefined) | -3% | 1% | 1% | 7% | 0% | 0% | -2% | -2% | -1% | -4% | -1
Cn1c(=O)c2cc(S(=O)(=O)NCCC(=O)NCCc3ccc(Cl)cc3)ccc2n(C)c1=O | 1% | -19% | -3% | -6% | 17% | 2% | 6% | -7% | -1% | -25% | -1
COc1ccccc1CNC(=O)COC(=O)Cc1ccc(Cl)cc1 | -5% | 7% | -4% | 2% | -18% | -6% | -14% | 0% | 3% | 19% | 0
COC(=O)CN1C(=O)[C@H]2[C@@H](c3ccc(C)o3)N3C(=O)CN(Cc4ccccn4)C(=O)[C@@]3(C)[C@H]2C1=O | -1% | 6% | 0% | -9% | -30% | -5% | 9% | 1% | 0% | -2% | -8
Cc1ccc(C(=O)c2c3ccccc3[n+]([O-])n2[C@@H](C)C(N)=O)cc1 | 0% | 3% | 13% | . | . | -15% | 16% | 9% | 1% | 29% | -3
CCCN(CCC)CCCNC(=O)CS(=O)Cc1nc(-c2ccc(OC)c(OC)c2)oc1C (centres undefined) | 0% | -9% | -1% | -4% | -4% | -1% | 2% | 2% | 0% | -17% | 4
Cc1cc(NC(=O)COC(=O)CNS(=O)(=O)c2ccc(C)c(C)c2)no1 | 0% | -3% | -6% | ? | -11% | -3% | -3% | -3% | 8% | 7% | -7
CCOc1cc(-c2noc(-c3cccnc3)n2)ccc1OC | 3% | 36% | 2% | 12% | 4% | -14% | 1% | 6% | 0% | 11% | 4
COC(=O)c1[nH]c2c(c1C)C(=O)CC(c1cccs1)C2 (centres undefined) | -20% | -58% | 6% | 10% | 8% | 2% | . | ? | -11% | ? | 26
O=C(O)c1ccc2c(=O)n3c(nc2c1)/C(=C/c1cccc(Cl)c1Cl)CC3 | -6% | -13% | -4% | 5% | ? | 0% | 2% | 5% | -5% | 1% | -4
O=C(CN(C(=O)CNC(=O)c1ccco1)c1ccc2c(c1)OCCO2)NC1CCCCC1 | -3% | -13% | 2% | 2% | 9% | 3% | 1% | 4% | -5% | 2% | -1
O=C(Nc1cccc(S(=O)(=O)N2CCCCCC2)c1)C1CCN(C(=O)c2ccc(Cl)cc2)CC1 | -8% | -51% | ? | . | . | -2% | 7% | 1% | -4% | ? | -1
O=C(CNC(=O)N1CC(=O)Nc2ccccc21)NCCc1cccc(F)c1 | 4% | 6% | -4% | -3% | -6% | -1% | 10% | 2% | -2% | -3% | -3
Cc1ccc2nc(NCCO)nc(-c3ccccc3)c2c1 | -36%[inhibitor] | -23% | 1% | -6% | -11% | -1% | -10% | -2% | 1% | -8% | 23
CC(Sc1nnnn1-c1ccc(O)cc1)c1nc2ccccc2c(=O)[nH]1 (centres undefined) | -2% | 0% | 3% | -3% | -1% | 3% | 1% | -6% | -1% | 3% | -3
Cc1ccc(S(=O)(=O)/C=C/c2ccccc2)cc1 | -5% | -1% | 7% | -3% | -9% | 4% | 2% | -3% | 2% | 7% | 11
O=C(NC(Cc1ccccc1)c1nc2ccccc2[nH]1)c1ccc(Cl)c([N+](=O)[O-])c1 (centres undefined) | 9% | -86%[inhibitor] | 2% | ? | ? | -8% | 2% | -2% | -1% | ? | 4
COc1ccc(/C=C2/N=C3CCCCCN3C2=O)cc1OC | 1% | 4% | 0% | ? | 32% | ? | 20% | ? | -5% | ? | 3
CC(=O)Nc1ccc(NC(=O)CSc2nc(N)c(NC(=O)c3ccco3)c(=O)[nH]2)cc1 | 14% | -24% | -11% | -15% | -36% | -3% | 16% | 0% | 0% | ? | -4
O=S(=O)(NC1CCCc2ccccc21)c1cnc[nH]1 (centres undefined) | 4% | -29% | 3% | ? | 13µM* | 2% | -3% | 3% | -5% | 8% | -7

An excerpt from above in order of their number in NPC1 prom act, lowest first:
mol,Rab9 promoter act,BRCA1 expr up,Tb PFK block,RORgamma inh,p53 reactivator,NPC1 prom act,TRPV1 agonist
Cc1ccc(CN2CCC(N3CC(C)OC(C)C3)CC2)cc1 (centres undefined),-3%,1%,1%,0%,-2%,-1%,-1
COC(=O)CN1C(=O)[C@H]2[C@@H](c3ccc(C)o3)N3C(=O)CN(Cc4ccccn4)C(=O)[C@@]3(C)[C@H]2C1=O,-1%,6%,0%,-30%,9%,0%,-8
COc1ccccc1CNC(=O)COC(=O)Cc1ccc(Cl)cc1,-5%,7%,-4%,-18%,-14%,3%,0

The order is random; about 15% have a hit in one of these screens.
